CHOP UPR activ: activators of apoptotic CHOP UPR arm, primary screen, cell-based, CHO-CHOP luciferase reporter, luminescence, uHTS. UPR activation; percent of tunicamycin response over DMSO baseline. activation, % at 10 µM. actives 0.34% (n = 330,000). AID 449763, 2010;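 active means at 10 µM dose, activation of 40% or more, normalized to positive control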;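 further: 100% = tunicamycin at 10 µg/mL and 0% = DMSO alone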
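Dosing – one dose, 10 µM in 0.5% DMSO · System – CHO-CHOP cells, stable luciferase reporter of PERK-eIF2a-CHOP signalling · Input – 500 cells/well · Control set – tunicamycin 10 µg/mL final as positive, DMSO-only wells as negative · Timing – 6 h compound treatment, 37 °C · Measure – % activation vs tunicamycin · Technique – luminescence read with Steady-Glo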
CCR6 antagonist: CCR6 receptor antagonists, primary screen, cell-based, CHO-K1, luminescence, beta-arrestin, uHTS. CHO-K1 CCR6 PathHunter beta-arrestin, CCL20-stimulated. inhibition, % at 20 µM. actives 0.49% (n = 340,000). AID 493098, 2011;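 active means compounds whose inhibition of the agonist-driven luminescence signal at 20 µM reaches about 50%, limit read from the data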;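 further: cells stimulated with CCL20 at 14 nM final; plate controls were DMSO with CCL20 for no effect and DMSO without agonist for full effect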
APJ antag: antagonists of human apelin receptor APJ, primary screen, CHO-K1 cells, beta-arrestin complementation, luminescence. inhibition, % at 20 µM. actives 0.32% (n = 330,000). AID 2521, 2010;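 active means inhibition above about 40% at 20 µM, limit read from the data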;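 further: cells challenged with 10 nM apelin-13 agonist together with compound; plate controls were apelin-13 plus DMSO wells for no effect and DMSO wells lacking apelin-13 for full effect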
EBI2 block: EBI2 receptor antagonists, beta-arrestin recruitment, primary screen, cell-based, luminescence, 7a,25-OHC stimulation, uHTS; inhibition, % at 5 µM; actives 0.81% (n = 360,000); 7a,25-OHC stimulated; G-protein coupled receptor 183 (Homo sapiens), P32249; AID 651636, 2012; in the data active means inhibition above about 38%;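 further: enzyme fragment complementation signal reports receptor beta-arrestin coupling in cells; 0% = agonist plus DMSO wells and 100% = wells without agonist; some results beyond the cut were filed as inactive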
UPR XBP1 act: activators of adaptive XBP1 UPR arm, primary screen, cell-based, CHO-XBP1 luciferase reporter, luminescence, uHTS; IRE1-XBP1 UPR activation; percent of tunicamycin response, DMSO as zero; actives 0.33% (n = 330,000); activation, % at 20 µM;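 active means versus positive control, 20 µM dose yields 30% or more activation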;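 further: 100% = tunicamycin at 10 µg/mL and 0% = DMSO only wells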
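Material: CHO-XBP1 cells stably carrying IRE1-XBP1-driven luciferase reporter / Amount: 1000 cells per well / Compound: 20 µM, 1% DMSO / Times: 6 h treatment, 37 °C / Detection: luciferase luminescence / Measure: % activation of reporter signal versus tunicamycin and DMSO controls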
APJ agonist: agonists of human apelin receptor APJ, primary screen, CHO-K1 cells, PathHunter beta-arrestin, luminescence; P35414; AID 2520, 2010; actives 0.11% (n = 330,000); 0% DMSO wells, 100% apelin; activation, % at 20 µM;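 active means activation more than six SD over the plate average, tested at 20 µM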;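 further: 0% = DMSO alone and 100% = apelin-13 at 10 nM; some results filed as inactive read as strong as hits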
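Assay system: CHO-K1 cells stably expressing ProLink-tagged human APJ and arrestin–beta-gal acceptor. Compound dosing: 20 µM single point, 1% DMSO. Times: 16-18 h seeding, 90 min dark compound exposure, 60 min detection. Detection: beta-gal luminescence. Evaluation: APJ–arrestin association signal. Controls: negative DMSO alone, positive Apelin-13 at 10 nM.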
tim23-1 inh: growth inhibitors of tim23-1 mutant yeast, primary screen, luminescence, uHTS | actives 1.3% (n = 330,000) | S. cerevisiae tim23-1 growth, BacTiter-Glo luminescence, 24 h | inhibition, % at 20 µM;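 active means growth inhibition of the mutant yeast at or above 50%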;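 further: temperature-sensitive mutant grown at 25 °C; plate controls were DMSO-treated mutant yeast for no effect and medium wells lacking yeast for full effect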
CXCR6 inh: CXCR6 receptor inhibitors, primary screen, cell-based, beta-arrestin, luminescence, CHO-K1 PathHunter, 1536-well; C-X-C chemokine receptor type 6 (Homo sapiens), O00574; AID 602244, 2012; actives 0.36% (n = 360,000); inhibition, % at 20 µM; in the data active means inhibition above about 34%, passing the limit was not always enough;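 further: antagonist mode with CXCL16 agonist at 10 nM final; 0% = 10 nM CXCL16 with DMSO and 100% = unstimulated wells without agonist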
Mdm2 MdmX PPI: inhibitors of human Mdm2-MdmX association, primary screen, cell-based, luminescence, split luciferase, SaOS-2, uHTS; inhibition, % at 8 µM; actives 3% (n = 330,000); SaOS-2 split-luciferase Mdm2/MdmX complementation; Protein Mdm4 (Homo sapiens) + E3 ubiquitin-protein ligase Mdm2 (Homo sapiens), …;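 active means inhibition of at least 50% at 8 µM in the primary screen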
Target sequence (O15151 whole entry, looked up): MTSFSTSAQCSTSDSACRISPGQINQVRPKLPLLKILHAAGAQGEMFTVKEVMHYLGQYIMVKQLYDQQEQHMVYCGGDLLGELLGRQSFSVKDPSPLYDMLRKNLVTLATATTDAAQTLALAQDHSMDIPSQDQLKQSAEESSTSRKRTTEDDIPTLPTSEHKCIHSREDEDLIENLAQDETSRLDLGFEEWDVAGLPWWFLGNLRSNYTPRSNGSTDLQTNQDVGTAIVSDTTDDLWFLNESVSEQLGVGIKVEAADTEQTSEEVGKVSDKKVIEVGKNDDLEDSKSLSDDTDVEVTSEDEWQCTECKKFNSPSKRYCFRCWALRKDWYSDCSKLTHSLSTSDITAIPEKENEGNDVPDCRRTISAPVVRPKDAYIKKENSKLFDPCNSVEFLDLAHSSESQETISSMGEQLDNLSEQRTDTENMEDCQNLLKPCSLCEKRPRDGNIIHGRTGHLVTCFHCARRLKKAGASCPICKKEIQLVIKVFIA
Target sequence (Q00987 whole entry, looked up): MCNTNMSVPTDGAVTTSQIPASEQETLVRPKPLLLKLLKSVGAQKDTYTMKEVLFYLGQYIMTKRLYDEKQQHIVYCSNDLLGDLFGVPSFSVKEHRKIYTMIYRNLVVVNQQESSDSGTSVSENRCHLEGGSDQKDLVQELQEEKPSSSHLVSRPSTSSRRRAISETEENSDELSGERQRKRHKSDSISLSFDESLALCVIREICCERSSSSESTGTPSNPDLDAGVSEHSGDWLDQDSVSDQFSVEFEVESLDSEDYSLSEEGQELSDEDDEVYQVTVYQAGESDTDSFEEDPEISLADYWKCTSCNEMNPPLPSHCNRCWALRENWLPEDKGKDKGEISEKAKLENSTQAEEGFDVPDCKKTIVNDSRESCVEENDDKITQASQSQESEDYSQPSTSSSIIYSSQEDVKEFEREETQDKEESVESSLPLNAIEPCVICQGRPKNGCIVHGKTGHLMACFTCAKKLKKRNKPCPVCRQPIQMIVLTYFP
* hit, by the source's call; x = not tested or not shown.

[1] CC1CCN(C(=O)c2ccc3c(c2)OCO3)CC1
[2] Cc1cc(C)n(/N=C/c2cccc([N+](=O)[O-])c2)c(=O)c1
[3] CCOC(=O)NN1C(=O)c2ccccc2NC1c1ccc(OC)cc1 (stereo not given)
[4] CCOC(=O)c1c(S(=O)(=O)NCC2CCN(Cc3cccc(F)c3)CC2)c(C)n(C)c1C
[5] Cc1cccc(NC(=O)CSCC(=O)N2CCN(c3cccc(C(F)(F)F)c3)CC2)c1
[6] Nc1ncnc2c1ncn2[C@@H]1O[C@H](CNCc2ccc(OCC(=O)Nc3ccccn3)cc2)[C@@H](O)[C@H]1O
[7] COc1ccc2nc(NC(=O)CSc3nc4ccccc4o3)sc2c1
[8] O=C(c1cnn2c(C(F)F)cc(-c3ccccc3)nc12)N1CCc2ccccc21
[9] O=C(CSc1ccccc1Cl)NC1CCCc2ccccc21 (stereo not given)
[10] CC1CCCN(C(=O)C(Cc2ccccc2)n2cccc2)C1 (stereo not given)
Assay by compound	1	2	3	4	5	6	7	8	9	10
CHOP UPR activ	-0.6	2.2	0.1	1.4	-0.1	-2.2	0.1	-1.4	1.9	-2.1
CCR6 antagonist	13	6	-5	18	21	4	6	14	6	11
APJ antag	7	-19	-14	-2	-3	3	-4	-1	6	4
EBI2 block	-4	-6	2	-5	7	-11	3	2	-12	2
UPR XBP1 act	-3	8	-1	-3	-1	0	1	2	0	-2
APJ agonist	6	-2	-1	1	-3	-3	-3	-2	2	-5
tim23-1 inh	0	13	2	-17	27	-8	-12	-9	15	18
CXCR6 inh	8	5	2	2	-1	-5	1	-3	-2	0
Mdm2 MdmX PPI	16	-31	-19	24	9	25	39	26	1	11

Next section, starting with the last 4 of the part before.
[7] COc1ccc2nc(NC(=O)CSc3nc4ccccc4o3)sc2c1
[8] O=C(c1cnn2c(C(F)F)cc(-c3ccccc3)nc12)N1CCc2ccccc21
[9] O=C(CSc1ccccc1Cl)NC1CCCc2ccccc21 (stereo not given)
[10] CC1CCCN(C(=O)C(Cc2ccccc2)n2cccc2)C1 (stereo not given)
[11] Clc1ccc(OCCCN2CCc3ccccc3C2)c(Br)c1
[12] COc1ccc(C(=O)NNC(=O)Nc2ccc(C)cc2)cc1
[13] COc1cc(OC)c(C(=O)OCC(=O)N2CC(=O)Nc3ccccc32)cc1OC
[14] NC(=O)c1ccc2nc(NC(=O)c3ccc(N)cc3)sc2c1
[15] COc1ccc(NC(=O)c2ccc3c(=O)n(Cc4ccco4)c(=S)[nH]c3c2)c(OC)c1
[16] CC(C)(C)[C@@H]1C=C(C(=O)N2CCN(Cc3ccccc3)CC2)O[C@H](OCCCCO)C1
[17] Cc1cc(C(F)(F)F)nn1CC(=O)N1CCCC1
[18] Cc1cccc(CC(=O)Nc2ccc(C(=O)N3CCOCC3)cc2)c1
[19] COc1ccc(C(=O)Nc2nc3ccc(S(C)(=O)=O)cc3s2)cc1OC
[20] COc1ccccc1NC(=O)Nc1ccc2[nH]c(=O)[nH]c2c1
Assay by compound	7	8	9	10	11	12	13	14	15	16	17	18	19	20
CHOP UPR activ	0.1	-1.4	1.9	-2.1	-0.5	-1.2	-1.4	1.6	-0.5	0.2	1.7	3.9	1.0	-1.6
CCR6 antagonist	6	14	6	11	7	-11	3	-20	27	14	1	-2	7	6
APJ antag	-4	-1	6	4	14	4	-1	-4	3	-57	-18	8	2	-2
EBI2 block	3	2	-12	2	-7	-26	-1	-14	-3	-7	-10	3	2	0
UPR XBP1 act	1	2	0	-2	-4	-1	-3	-1	-2	0	-2	-4	-2	0
APJ agonist	-3	-2	2	-5	-6	-1	-1	-3	-3	6	-1	-4	-1	-3
tim23-1 inh	-12	-9	15	18	3	-6	0	-1	15	-3	15	9	-22	9
CXCR6 inh	1	-3	-2	0	-5	-13	10	2	10	-8	-6	4	-6	-4
Mdm2 MdmX PPI	39	26	1	11	15	11	6	-33	10	19	-5	16	30	-8

[21] COC(=O)CCC(=O)Nc1sc(C)c(C)c1C(N)=O
[22] Cc1n[nH]c(=O)c2c(NC(=O)CSc3ccccc3Cl)oc(C)c12
[23] CCOc1ccc(Br)cc1S(=O)(=O)Nc1ccc(Cl)c(S(=O)(=O)N(CC)c2ccccc2)c1
[24] CC1=NC(C)(C)Cc2ccccc21
[25] O=C(c1ccc(Cl)cc1)N1CCCC(C(=O)N2CCc3ccccc3C2)C1 (stereo not given)
[26] Cc1cc2ncn(CC(O)COc3cccc(C(=O)O)c3)c2cc1C (stereo not given)
[27] O=C(O)c1ccc(S(=O)(=O)c2ccc3c(c2)C(=O)N(CC2CCCO2)C3=O)cc1 (stereo not given)
[28] COc1ccccc1-c1nnc(NC(=O)c2ccc(S(=O)(=O)N3CCCC3)cc2)o1
[29] O=C(Nc1nc(-c2cc3ccccc3oc2=O)cs1)c1ccco1
[30] CC(C)CC1NC(=O)c2cc(Cl)ccc2-n2c1nc1ccc(F)cc1c2=O (stereo not given)
Assay by compound	21	22	23	24	25	26	27	28	29	30
CHOP UPR activ	-0.3	-0.2	0.8	-1.1	0.4	0.6	-2.2	-1.9	-0.9	-1.2
CCR6 antagonist	11	4	-1	3	3	-10	-7	5	25	x
APJ antag	-7	20	-14	0	23	-4	-6	1	6	4
EBI2 block	-7	-9	-6	6	8	-20	3	-8	1	x
UPR XBP1 act	-2	0	-1	-1	-1	5	-4	-5	5	-2
APJ agonist	-4	-10	2	-1	-1	-1	1	-3	-3	-5
tim23-1 inh	4	-10	18	19	22	7	13	-7	12	19
CXCR6 inh	-7	-4	-8	7	8	-12	0	7	11	x
Mdm2 MdmX PPI	-1	-8	0	-1	14	-10	-14	21	27	22

[31] Nc1nonc1-n1nnc(C(=O)N/N=C/c2cccc(F)c2)c1-c1ccccc1
[32] CCOC(=O)N1CCN(c2c(NCCOC)c(=O)c2=O)CC1
[33] COc1cccc(CNC(=O)CN2C(=O)COc3ccc(S(=O)(=O)N4CCCCCC4)cc32)c1
[34] CCCCNC(=O)c1ccc(Cn2c(=S)[nH]c3c([nH]c4ccc(OC)cc43)c2=O)cc1
[35] CNC(=O)c1nc(C)c(C2(C)CC(c3ccccc3)=NO2)s1 (stereo not given)
[36] CC(=O)c1ccc(N2CCN(S(=O)(=O)c3cc4c(cc3C)NC(=O)CO4)CC2)cc1
[37] CCOC(=O)C1(CCOc2ccccc2)CCN(Cc2cnc(SC)nc2)CC1
[38] CCN(CC(=O)Nc1ccccc1OC)C(=O)c1cc(-c2ccccc2)nn1-c1ccccc1
[39] Cc1ccccc1NC(=O)c1c(C)cc(=O)oc1C
[40] COn1c(SCc2ccccc2)nc2ccccc2c1=O
Assay by compound	31	32	33	34	35	36	37	38	39	40
CHOP UPR activ	1.3	1.6	1.3	2.3	-0.8	-0.7	-0.8	-0.3	-0.2	-0.7
CCR6 antagonist	4	1	6	-1	7	5	10	17	0	8
APJ antag	14	9	-17	-1	23	-11	1	-2	4	-5
EBI2 block	2	-6	0	-6	-1	-2	1	9	0	5
UPR XBP1 act	-5	-2	-3	41*	-2	21	0	3	1	2
APJ agonist	0	-2	-4	0	-3	-2	-5	4	5	0
tim23-1 inh	-6	-7	7	-18	-2	12	18	47	7	9
CXCR6 inh	2	4	6	-12	10	-4	8	0	-8	-4
Mdm2 MdmX PPI	18	7	-1	89*	15	36	4	-12	9	15

[41] CCOC(=O)c1nnn(-c2nonc2N)c1COc1cc(C)c(Cl)c(C)c1
[42] Cc1[nH]c(=O)[nH]c(=O)c1S(=O)(=O)N1CCCC1
[43] Cc1cccc(N2CCN(C(=O)c3cc(S(=O)(=O)N4CCCC4)cn3C)CC2)c1C
[44] Cc1[nH]n(-c2ccc([N+](=O)[O-])cc2)c(=O)c1C=NCCN1CCN(C(=O)c2ccccc2F)CC1
[45] O=C(Nc1c2c(nn1-c1cccc(Cl)c1)CS(=O)(=O)C2)c1cccs1
[46] Cc1ccc(N(CCC(=O)N2CCOCC2)S(=O)(=O)c2ccccc2)cc1
[47] COc1ccccc1NC(=O)COc1ccccc1C(=O)c1cnn(-c2ccccc2)c1
[48] COc1cc2ccccc2cc1C(=O)Nc1ccc(O)cc1
[49] Cc1cc(C(=O)NC(C)c2ccncc2)cs1 (stereo not given)
[50] COCCSc1ccccc1C(=O)Nc1ccc([N+](=O)[O-])cc1OC
Assay by compound	41	42	43	44	45	46	47	48	49	50
CHOP UPR activ	-0.7	-3.1	-2.3	1.0	-0.4	0.3	3.6	4.4	0.9	0.5
CCR6 antagonist	5	-9	2	14	17	-1	15	-44	-13	3
APJ antag	-5	-6	8	3	-12	-2	-9	-43	10	-22
EBI2 block	22	-5	1	-3	-11	3	15	-9	-1	2
UPR XBP1 act	-5	7	-1	3	-4	-1	2	1	0	-6
APJ agonist	-4	1	3	-1	-2	0	-3	5	-4	-2
tim23-1 inh	24	6	19	30	1	5	25	11	2	24
CXCR6 inh	7	-7	-9	-4	3	1	8	-27	-10	-2
Mdm2 MdmX PPI	23	1	55*	-5	9	18	-49	-66	4	-11

[51] CCc1cc2cc(C(=O)N3CCN(c4ccccc4)CC3)sc2s1
[52] CC(C)NC(=O)c1ccccc1S(=O)(=O)c1ccccc1C#N
[53] CN(CC(=O)Nc1ccc(F)cc1)C(=O)Cn1c(=O)oc2ccccc21
[54] COc1ccccc1OCC(=O)Nc1ccc(S(=O)(=O)Nc2nc(C)cc(C)n2)cc1
[55] CCC(CC)Nc1ccc(C(CC(N)=O)NC(=O)Cc2cccc3ccccc23)cc1[N+](=O)[O-] (stereo not given)
[56] COc1ccc(-c2ccc(SCC(=O)NCc3ccc4c(c3)OCO4)nn2)cc1OC
Assay by compound	51	52	53	54	55	56
CHOP UPR activ	-5.1	-0.4	-1.4	-0.1	0.1	0.9
CCR6 antagonist	-14	3	13	4	17	-1
APJ antag	7	-24	-3	-3	14	20
EBI2 block	83*	1	-11	2	2	10
UPR XBP1 act	2	0	1	-2	-1	-2
APJ agonist	-6	0	-4	-4	0	2
tim23-1 inh	-4	-3	-12	12	-23	-2
CXCR6 inh	-2	-5	3	4	17	-4
Mdm2 MdmX PPI	-4	18	12	-16	1	-10

Compound activity: PubChem, Sanford-Burnham Center for Chemical Genomics

Not all compounds are listed (hit frequency here may not be typical).
